IMPase Li inh: qHTS Assay for Identifying the Cell-Membrane Permeable IMPase Inhibitors: Potentiation with Lithium. CHO-M1 cells, IP1 TR-FRET (IP-One), carbachol + lithium. Potency, µM (highest dose often 59.4 µM), for inactives: at the top dose activity, negative = IMPase inhibition, usual class: inhibitors. 210,000 compounds, 0.35% hits;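 note: IP1 builds up when IMPase is blocked and the TR-FRET signal falls; potency is the fitted concentration of half-maximal effect; plate controls were basal vehicle for no effect and high inhibitor control for full effect; nearly all actives have a fitted effect of over 50% in size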
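CHO cells stably expressing M1 receptor (2000/well) were cultured 16–30 h, then exposed to compounds with a small lithium addition for 30 min at 37C. IP1 was measured by TR-FRET competition; AC50 from Hill fits.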
CBFb RUNX1 block: qHTS Assay for Compounds Blocking the Interaction Between CBF-beta and RUNX1 for the Treatment of Acute Myeloid Leukemia | Runt-related transcription factor 1 (Homo sapiens) + Core-binding factor subunit beta … | Potency, µM (titrated, usually from 59.8 µM), for the others: at the highest dose activity, negative = inhibition, hits mostly inhibitors | 230,000 tested, under 10 active | AlphaScreen CBFb-His/RUNX1-biotin binding, biochemical; note: % of control where 0% means no effect
Target sequence (Q01196 whole entry, looked up): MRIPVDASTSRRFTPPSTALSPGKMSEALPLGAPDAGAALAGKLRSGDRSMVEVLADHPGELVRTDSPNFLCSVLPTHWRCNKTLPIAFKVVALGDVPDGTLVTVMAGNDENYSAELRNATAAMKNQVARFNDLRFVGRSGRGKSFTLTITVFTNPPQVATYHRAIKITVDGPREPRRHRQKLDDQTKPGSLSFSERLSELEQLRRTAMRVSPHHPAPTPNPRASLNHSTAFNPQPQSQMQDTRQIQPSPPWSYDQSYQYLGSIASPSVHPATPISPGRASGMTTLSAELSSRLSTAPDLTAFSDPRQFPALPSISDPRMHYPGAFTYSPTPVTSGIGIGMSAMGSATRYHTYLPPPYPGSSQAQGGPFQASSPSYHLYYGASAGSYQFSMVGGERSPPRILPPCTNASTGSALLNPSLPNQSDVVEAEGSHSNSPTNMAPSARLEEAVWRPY
Target sequence (Q13951 whole entry, looked up): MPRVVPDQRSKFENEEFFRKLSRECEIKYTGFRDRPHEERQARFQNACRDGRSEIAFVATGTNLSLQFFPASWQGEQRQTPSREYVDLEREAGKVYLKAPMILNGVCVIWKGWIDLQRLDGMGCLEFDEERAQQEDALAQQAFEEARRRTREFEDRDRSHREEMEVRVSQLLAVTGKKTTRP
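AlphaScreen binding: CBFb-His and RUNX1-biotin (30 nM each) preincubated 20 min, compound added for 15 min, then nickel and streptavidin beads for 90 min, all at room temperature. Disruption of the interaction by any mechanism counts as activity.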
Lamin A splicing: qHTS Assay for Modulators of Lamin A Splicing; HeLa LMNA splicing GFP/RFP minigene ratio, 48 h; Potency, µM (titrated, usually from 46.1 µM), for inactives: at the highest dose ratio change, negative = inhibition, actives largely listed as inhibitors; 200,000 compounds, 0.01% hits; active = well fitted inhibition curve with a large enough effect in the signal ratio, with a control signal flat, not every such curve was filed as active; inconclusive = small, poorly fitted or top-dose-only effect, or effect the other way, or a change in a side signal; the % refers to the signal ratio; note: potency is the fitted concentration of half-maximal effect; % is set by controls: 0 for no effect and ±100 for the full control effect
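Read-out is the ratio of GFP to DsRed2 object intensity, acquired by 488 nm laser-scanning cytometry on HeLa lamin A-EGFP minigene reporter cells. Compound incubation 48 hrs at 37 °C in Opti-MEM with 2% FBS; DMSO 0.5% final.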
HttQ103 aggreg: qHTS Multiplex Assay to Identify Dual Action Probes in a Cell Model of Huntington: Aggregate Formation (GFP) | PC12 HttQ103-GFP aggregates, Acumen cytometry, 40 h | Potency, µM (series often up to 46.1 µM), for the others: top-dose activity change, negative = inhibition, hits mostly inhibitors | 220,000 compounds, 1.1% hits; note: potency is the fitted concentration of half-maximal effect; % is set by controls: 0 for no effect and ±100 for the full control effect; nearly all actives have a fitted effect of over 60% in size
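Quantitative HTS on tebufenozide-induced (100 nM) PC12 cells stably expressing polyQ103 Huntingtin exon 1–GFP. Reduction of bright GFP aggregates, detected by laser scanning cytometry after lysis, identified actives across the titration.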
HTT ATP protect: qHTS Multiplex Assay to Identify Dual Action Probes in a Cell Model of Huntington: Cytoprotection (ATP); PC12 HTT-Q103 induced, cytoprotection, ATP luminescence, 40 h; Potency, µM (doses to about 56.4 µM), inactives show cytoprotection (ATP increase), hits mostly activators; 230,000 compounds, 0.14% hits; AID 1471, 2008;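 note: potency is the fitted concentration of half-maximal effect; % of control where 0% means no effect; nearly all actives have a fitted effect of over 45% in size; toxic huntingtin expression switched on by the ecdysone agonist tebufenozide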
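Compounds were screened for protection of PC12 cells against cell death after tebufenozide induction (100 nM final) of mutant Huntingtin exon 1 (Q103) fused to GFP.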
SMN2 splice up: qHTS Assay for Enhancers of SMN2 Splice Variant Expression | HEK293 SMN2-luciferase splicing reporter, luminescence, 30-36 h | Potency, µM (series often up to 46.1 µM), inactives show top-dose activity change, positive = activation, usual class: activators | 210,000 compounds, 2.8% hits; note: potency is the fitted concentration of half-maximal effect; % of control where 0% means no effect; nearly all actives have a fitted effect of over 55% in size
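HEK293 cells carry an SMN2 […]–luciferase reporter in which exon 7 inclusion puts luciferase in frame. Cells were plated 10-12 h before compound addition, then incubated 30-36 h at 37C. ONE-Glo luminescence was read; sodium butyrate at 4.5 mM final served as control.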
KinaseGlo FLuc: Counterscreen for Luciferase (Kinase-Glo TM) Inhibition. 200,000 compounds, 0.28% hits. Luciferin 4-monooxygenase (Photuris pensylvanica), Q27757. Kinase-Glo luciferase, ATP luminescence, 8 min. Potency, µM (doses to about 38.3 µM), without a hit: at the highest dose activity change, negative = inhibition, actives largely listed as inhibitors; note: potency is the fitted concentration of half-maximal effect; % is set by controls: 0 for no effect and ±100 for the full control effect; nearly all actives have a fitted effect of over 60% in size
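Luminescence was the read-out, taken after 8-minute incubation at ambient temperature. Luciferase turned over luciferin with 10 uM ATP in imidazole pH 7.2 buffer containing KCl, MgCl2, Tween 20 and BSA.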
* marks the source's active call; other numbers are inactive results; ? = inconclusive; / = no result given; & = joins results of further samples; [ ] = remark or other dose. Unless noted, calls come from the whole dose curve; as a rule, active = well fitted curve in the direction sought with a large enough effect; inconclusive = small, poorly fitted or top-dose-only effect, or another doubt; inactive = no such curve, though single readings can be large; an effect the other way counts as inactive or inconclusive.

| smiles | IMPase Li inh | CBFb RUNX1 block | Lamin A splicing | HttQ103 aggreg | HTT ATP protect | SMN2 splice up | KinaseGlo FLuc |
| --- | --- | --- | --- | --- | --- | --- | --- |
| CSc1nc2ccc(S(=O)(=O)N3CCCC3)cc2s1 | 0.7%[38.3 µM] | 4.2% | -19.4% | -4.9% | 2.4% | -4.6% | -2.5% |
| COC(=O)c1cn(NC(=O)/C=C/c2ccc(OC)c(OC)c2)c(=O)c2ccccc12 | 2.1% | 1.3% | -2.9% | 1.9% | -0.8%[10 µM] | 15.4% | -1.4% |
| COc1cc(O)c(C(CC(=O)N2CCCC2)c2ccc3c(c2)OCO3)c(OC)c1 (centres undefined) | / | -0.6%&9.1% | / | -18.3%[9.22 µM] | 5.4%[10 µM] | / | / |
| NC(=O)Cn1cc(C(=O)c2cccs2)c2ccccc21 | 1.9%[38.3 µM] | -4.1% | -7.9% | 24.9% | / | -6.4% | -2.2% |
| Clc1cccc(Cl)c1-c1nnc2ccc(N3CCOCC3)nn12 | 33.5%[38.3 µM] | 7.2% | -20.2% | -31.9% | -4.3%[10 µM] | -7.5% | 4.5% |
| Cc1ccc(NC(=O)C2CCCN(S(=O)(=O)c3cnc[nH]3)C2)c(Br)c1 (centres undefined) | 19.4%[38.3 µM] | 10.5% | -2.3% | 2.7% | -13.8%[10 µM] | -7.9% | -0.5% |
| CCOC(=O)CCc1c(C)nc(-n2[nH]c(C)c(CCO)c2=O)[nH]c1=O | -6.7% | -7.3% | / | 3.1% | ? | 1.7% | 0.4% |
| CCOC(=O)c1csc(NC(=O)CSc2nnc(C3CC3)n2C)n1 | 5.5%[38.3 µM] | 5.2% | 3.8% | -19.2% | 2.8% | 13.5% | 0.1% |
| CC1CCN(C(=O)C2Cc3ccccc3CN2S(=O)(=O)c2ccc(F)cc2)CC1 (centres undefined) | 2.0%[38.3 µM] | -0.7% | 2.4% | -3.3% | -17.0% | -11.9% | 0.7% |
| N#CCCN/N=C(/Cc1nc2ccccc2[nH]1)c1cccc(Cl)c1 | 19.4%[38.3 µM] | -3.1% | -0.4% | 1.2% | -12.6% | 0.562µM* | -3.0% |
| Cc1ccc(CSCc2nc3ccccc3[nH]2)cc1 | -4.1% | -5.0% | / | 3.6% | -4.7% | -16.9% | 5.2% |
| CCc1ccc2[nH]c(=O)c(CN(CCCN3CCOCC3)C(=O)Nc3ccc(F)cc3)cc2c1 | 32.4%[38.3 µM] | -0.8% | -9.2% | 5.0% | -34.8% | ? | -8.8% |
| CCCC(=O)NC(Nc1c(C)n(C)n(-c2ccccc2)c1=O)C(Cl)(Cl)Cl (centres undefined) | 6.5% | 0.4% | 12.9%[46 µM] | / | / | 3.1% | -0.9% |
| Cc1sc(/C=C2\C(=O)ON=C2c2ccccc2)cc1Br | 0.0% | -3.7% | -14.5% | 6.0% | -3.5%[1.9 µM] | -4.6% | -0.1% |
| COc1cc(CC(=O)Nc2sccc2C(N)=O)cc(OC)c1OC | -9.4%[38.3 µM] | -5.3% | 6.6% | ? | -18.6% | -2.1% | -1.2% |

Entries above shown as hits in SMN2 splice up.
| mol | IMPase Li inh | CBFb RUNX1 block | Lamin A splicing | HttQ103 aggreg | SMN2 splice up |
| --- | --- | --- | --- | --- | --- |
| N#CCCN/N=C(/Cc1nc2ccccc2[nH]1)c1cccc(Cl)c1 | 19.4%[38.3 µM] | -3.1% | -0.4% | 1.2% | 0.562µM* |

(next part)
| smiles | IMPase Li inh | CBFb RUNX1 block | Lamin A splicing | HttQ103 aggreg | HTT ATP protect | SMN2 splice up | KinaseGlo FLuc |
| --- | --- | --- | --- | --- | --- | --- | --- |
| COC(=O)c1c(NC(=O)CSc2nnnn2-c2ccccc2)sc2c1CCCC2 | 8.0%[38.3 µM] | 2.3% | 3.7% | -31.5% | -21.0% | -16.1% | -2.5% |
| COCC(C)n1c(C)cc(C(=O)COC(=O)c2n[nH]c3ccccc23)c1C (centres undefined) | 26.3%[38.3 µM] | -15.9% | ? | 17.2% | 4.9% | -8.8% | -7.4% |
| O=C(O)c1ccc(NC(=O)C2CCCCC2)cc1 | 2.1% | 6.5% | -8.8% | 8.3% | -11.6%[10 µM] | 4.0% | -0.8% |
| COc1ccc(C(=O)CC2SC(N)=NC2=O)cc1 (centres undefined) | / | 1.3% | / | -15.7%[9.22 µM] | -17.1%[10 µM] | / | / |
| COc1cc2c(cc1OC)C(C)N(C(=O)c1cccc([N+](=O)[O-])c1)CC2 (centres undefined) | -2.3% | 0.7% | / | ? | -21.3% | ? | 1.6% |
| Cc1cccc(-n2cc(CN3CCN(Cc4nccn4C)CC3)c(-c3cccc(F)c3)n2)c1 | / | -2.7% | / | 9.5% | -29.2% | / | / |
| CCSC(=S)Nc1c(C)n(C)n(-c2ccccc2)c1=O | -0.4% | 5.4% | -13.1%[46 µM] | 11.7%[9.22 µM] | 1.4% | -24.7% | 1.0% |
| Cc1nn(C)c(Cl)c1CN1CCC(CO)(CC2CCCCO2)CC1 (centres undefined) | 12.6% | -3.4% | 7.6%[46 µM] | 0.8%[9.22 µM] | 6.3%[10 µM] | -24.7% | 2.5% |
| COc1ccc(CCn2c(=O)c3cccnc3n(Cc3cccc([N+](=O)[O-])c3)c2=O)cc1OC | 16.5% | -7.5% | / | 1.2% | -11.3%[10 µM] | -21.8% | -0.5% |
| O=C(CN1C(=O)c2cccc3cccc(c23)C1=O)N1CCCCC1 | -1.1% | 2.1% | ? | -4.8% | / | 0.2% | -0.1% |
| Cc1ccc(/C=C/C(=O)N2CCN(Cc3ccccc3)CC2)o1 | 1.6% | -9.9% | 2.6% | ? | -30.0%[0.074 µM] | 5.7% | 4.1% |
| Cc1nc2sc3c(c2c(=N)n1N)CCCC3 | 2.7% | -8.5% | ? | 29.3% | -17.8% | -6.7% | 0.7% |
| CCc1ccccc1OCC(=O)NC1CCCC1 | 23.8%[38.3 µM] | 4.9% | 9.4% | 7.0% | 0.4% | 26.6% | -2.0% |
| O=C(Nc1ccccc1)N1CCCC1c1cccs1 (centres undefined) | / | -1.1% | / | 8.3%[9.22 µM] | -12.0%[10 µM] | / | / |
| COc1ccc(N=c2cc(-c3ccc(OC)cc3)oc3ccccc23)cc1 | 13.7% | ? | ? | -24.2% | -0.7%[10 µM] | 0.3% | 0.8% |
| COC(=O)c1cccc(CSc2nc3ccccc3[nH]2)c1 | 5.4% | 7.7% | ? | -2.6% | 0.4%[10 µM] | 3.16µM* | -8.7% |
| Cc1cc(=O)n(C)c(=O)n1CCCCOc1cccc([N+](=O)[O-])c1 | 0.9% | 4.1% | -6.9% | 4.3% | 8.5%[10 µM] | -15.3% | 1.9% |
| Cc1ccc([N+](=O)[O-])cc1NC(=O)CCCOc1ccccc1 | 10.4%[38.3 µM] | 0.3% | -3.8%[0.0737 µM] | -5.6% | -12.5% | -2.1% | 1.2% |
| CCCN1C(=O)SC(CC(=O)Nc2ccc(Br)cc2)C1=O (centres undefined) | 32.9%[38.3 µM] | 8.5% | -10.8% | 4.8% | -0.3%[10 µM] | -3.4% | 0.6% |
| CC(=O)Nc1cc([N+](=O)[O-])ccc1N1CCOCC1 | -1.8% | 0.0% | 15.0%[46 µM] | -4.8% | -21.9% | -17.8% | -0.3% |
| CC(=O)Nc1ccc(C2NC(=O)c3ccccc3O2)cc1 (centres undefined) | / | 2.5% | -2.0% | 1.5% | 14.2% | / | / |
| Cc1ccc(C(C(=O)NC2CCCC2)N(Cc2cccs2)C(=O)CNC(=O)c2cccs2)o1 (centres undefined) | -0.6%[38.3 µM] | -6.2% | 10.2% | ? | -5.1%[10 µM] | -19.7% | -1.3% |
| COc1cccc(Cn2nnc(C(=O)NCc3ccc4c(c3)OCO4)c2N)c1 | 0.5% | ? | 23.9%[46 µM] | -2.5% | -38.4%[inhibitor] | -5.3% | 5.9% |
| Clc1ccccc1-c1ccc2ncnc(NCc3cccnc3)c2c1 | -0.3% | / | ? | / | -61.0%[inhibitor] | / | / |
| COc1ccccc1NC(=O)CCN1CCN(CCC(=O)Nc2ccccc2OC)CC1 | 10.0%[38.3 µM] | 3.4% | 3.2% | 10.4% | -17.6%[0.074 µM] | -3.5% | -0.6% |
| Cc1c(C(=O)NN)sc(-c2ccccc2)c1C#N | -7.0% | 0.9% | / | -10.2% | -20.0% | -15.6% | -2.9% |
| Fc1ccc(C(c2nnnn2C2CCCC2)N2CCc3ccccc32)cc1 (centres undefined) | -8.2%[38.3 µM] | -1.1% | 11.7%[0.0737 µM] | -26.3% | -5.4% | -12.1% | -0.8% |
| O=C(Nc1ccccc1)c1ccc(NCc2cccnc2)c(S(=O)(=O)N2CCOCC2)c1 | 23.7%[38.3 µM] | 1.3% | 6.5% | 6.2% | -9.0% | 5.6% | -0.3% |
| CCOC(=O)C1CCN(C(=O)COc2ccc(Br)cc2)CC1 | 19.7%[38.3 µM] | 8.5% | -2.0% | -11.9% | -9.8%[0.074 µM] | 6.2% | 4.0% |
| Cc1ccc(Oc2ccc(NC(=O)CCC(=O)OCC(=O)c3cccs3)cc2)cc1C | -5.7%[38.3 µM] | 6.3% | 3.4% | -12.3% | -33.6% | 12.9% | -4.5% |
| COc1ccc(OC)c(-c2cc(C(=O)NCc3ccc(Cl)cc3)no2)c1 | -7.5% | 2.5% | 19.3%[46 µM] | 5.4% | -30.8%[inhibitor] | -11.2%&-5.7% | 1.5% |
| Cc1sc(NC(=O)c2ccccc2F)c(CN2CCCCC2)c1C | 6.0% | -5.4% | -1.6% | ? | / | 16.8% | -0.8% |
| CCCc1nn(C(=O)c2ccccc2)c2c1C(=O)CC(C)(C)C2 | -1.5%[38.3 µM] | 4.0% | -4.9% | 1.2%[9.22 µM] | 1.7% | -4.2% | 1.9% |

Screening results as filed in PubChem.
